High-throughput results as filed in PubChem BioAssay.
INS-1E GSIS act = GLuc luminescence reporter in INS-1E cells, primary screen for activators of glucose-dependent secretion of insulin. hit rate 0.61% among 370,000. AID 743287. activation, % at 16.6 µM. INS-1E GLuc reporter insulin secretion, 2-3 h;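 active = lowest replicate activation of at least 40%, so every replicate reaches that level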;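 also: 0% = median of neutral control wells and 100% = median of IBMX positive control wells; some compounds called inactive have numbers as strong as hits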
E-selectin induc = induces E-selectin expression in human endothelial cells. P16581. activation, % at 7.58 µM. hit rate 0.37% among 260,000. HUVEC E-selectin immunofluorescence imaging; normalized: neutral wells 0, TNF-alpha wells 100;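 active = mean E-selectin-positive cell signal at least 10% of the positive control, reached in at least 60% of replicates, without over 20% cell loss; inconclusive = no rule given, readout overlaps actives, possibly toxicity-flagged; inactive = the rest, including those meeting only one limit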;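 also: in these data hits start at about 27%; measured in HUVEC primary endothelial cells; signal is the percent of cells scored E-selectin positive by PE staining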
Target sequence (P16581 whole entry, looked up): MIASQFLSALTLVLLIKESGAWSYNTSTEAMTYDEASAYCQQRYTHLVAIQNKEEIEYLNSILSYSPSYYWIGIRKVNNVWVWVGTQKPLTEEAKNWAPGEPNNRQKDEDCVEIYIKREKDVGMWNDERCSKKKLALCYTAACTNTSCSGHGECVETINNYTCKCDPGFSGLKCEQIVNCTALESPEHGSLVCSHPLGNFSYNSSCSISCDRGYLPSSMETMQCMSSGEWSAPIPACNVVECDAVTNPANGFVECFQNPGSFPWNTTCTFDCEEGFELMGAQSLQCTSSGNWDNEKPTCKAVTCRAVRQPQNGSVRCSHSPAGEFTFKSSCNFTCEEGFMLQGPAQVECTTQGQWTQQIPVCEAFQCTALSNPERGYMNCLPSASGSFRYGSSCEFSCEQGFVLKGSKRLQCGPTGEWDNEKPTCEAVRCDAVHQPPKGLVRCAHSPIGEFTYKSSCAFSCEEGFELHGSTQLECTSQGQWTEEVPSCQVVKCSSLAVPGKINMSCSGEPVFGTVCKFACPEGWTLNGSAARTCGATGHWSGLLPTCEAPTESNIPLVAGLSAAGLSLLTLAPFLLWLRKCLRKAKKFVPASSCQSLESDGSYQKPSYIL
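Assay system: HUVEC primary endothelial cells. Input: 3,000 HUVEC seeded per well. Doses: one compound dose added by pin transfer. Read-out basis: % PE-positive cells. Benchmarks: TNF-alpha high, DMSO low. Detection: immunofluorescence imaging. Buffer or medium: EGM-2, gelatin.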
CASP6 VEID inh = inhibitors of human caspase-6. P55212. purified caspase-6, Z-VEID-R110 cleavage fluorescence. inhibition, % at 12.5 µM. hit rate 0.53% among 350,000;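 active = mean inhibition across replicates at least about 35%, with every replicate also reaching that limit, limit read from the data; inconclusive = only one of the two criteria met; inactive = neither criterion met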;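 also: 0% = median of neutral control wells and 100% = no fluorescence left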
CFTR F508del cor = correctors of CFTR F508del function in bronchial epithelial cells; CFBE cells, YFP halide quenching; stimulated with forskolin plus potentiator P3; % fluorescence drop versus neutral controls; activity (quench increase), % at 7.58 µM; hit rate 0.36% among 350,000; AID 720511;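 active = mean added fluorescence quench of at least 8% versus neutral control, with both replicates also reaching 8%; inconclusive = only one of the mean or replicate conditions met; inactive = mean below 8% and not both replicates reaching 8%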;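 also: cells transiently co-express mutant CFTR-F508del with the halide-sensitive YFP; corrector assay measuring rescue of mutant channel to the surface after 24 h compound exposure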
RAD52 inh = RAD52 (human) annealing inhibition; recombinant RAD52 DNA annealing, FRET fluorescence; inhibition, % at 18.7 µM; hit rate 0.46% among 360,000;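 active = every replicate showing at least 50% inhibition; inconclusive = mean inhibition at least 50% but not in every replicate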
Target sequence (P43351 whole entry, looked up): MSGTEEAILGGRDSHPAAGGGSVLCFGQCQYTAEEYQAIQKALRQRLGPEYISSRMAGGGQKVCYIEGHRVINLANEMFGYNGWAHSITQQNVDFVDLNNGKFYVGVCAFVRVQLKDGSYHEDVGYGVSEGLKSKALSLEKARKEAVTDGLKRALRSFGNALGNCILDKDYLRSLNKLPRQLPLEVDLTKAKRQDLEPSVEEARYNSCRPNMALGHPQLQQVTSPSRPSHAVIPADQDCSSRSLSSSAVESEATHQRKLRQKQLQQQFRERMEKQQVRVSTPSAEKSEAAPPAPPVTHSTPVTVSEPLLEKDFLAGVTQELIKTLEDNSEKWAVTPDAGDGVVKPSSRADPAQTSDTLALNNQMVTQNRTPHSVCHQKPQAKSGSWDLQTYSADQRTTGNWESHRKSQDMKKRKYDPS
RAD54 branch = RAD54 (human) branch migration inhibition. Q92698. RAD54 Holliday junction branch migration, FAM/BHQ fluorescence. inhibition, % at 10.4 µM. hit rate 0.14% among 360,000. AID 602329;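 active = mean normalized replicate activity at least 40 and at least half of replicates scoring 40 or more; inconclusive = only one of the two criteria met; inactive = mean below 40 and under half of replicates reaching 40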;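 also: 0% = median of neutral control wells and 100% = median of positive control wells; inhibitors cause a drop in the FAM fluorescence signal; in these data hits start at about 50%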
Xi reactivation = reactivates the inactive X chromosome in mouse fibroblasts; XiGFP mouse fibroblasts, % GFP-positive cells imaging, 3 d; cells co-treated with 5-aza-dC sensitizer; scaled so ellipticine positive control = 100%; activation, % at 7.58 µM; hit rate 0.055% among 360,000; AID 743238;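 active = mean normalized replicate activation at least 10% and every replicate at or above 10%; inconclusive = only one of the two criteria met; inactive = mean below 10% and not all replicates reach 10%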;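 also: 0% = median of on-plate neutral control wells and 100% = ellipticine 6 µM median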
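System: SV40-immortalized XiGFP fibroblast cells, line 68-5-11 / Incubation: 3-day compound exposure, then 15 min fixation at room temperature / Compound: single concentration per compound, delivered by pin transfer / Buffer or medium: DMEM plus 5-aza-dC sensitizer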
DENV2 CPE = inhibitors of DENV2 cytopathic effect; DENV2-infected cells, cytopathic effect rescue, plate reader; CPE inhibition, % at 9.99 µM; hit rate 1.7% among 350,000; AID 651640; in the data active = CPE inhibition above about 20%, passing the limit was not always enough; inconclusive = no clear call, values can overlap the other calls; tested in BHK-21 cells;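 also: 0% = median of neutral control wells and 100% = median of positive control wells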
The depositor's hits bear a star; i = inactive; u = inconclusive; x = not tested or not shown; & = joins results of further samples. Not all compounds are listed, so the mix of outcomes need not match the whole.

SMILES | INS-1E GSIS act | E-selectin induc | CASP6 VEID inh | CFTR F508del cor | RAD52 inh | RAD54 branch | Xi reactivation | DENV2 CPE
COc1ccc(CN2Cc3cnnn3-c3ccccc3C2C#N)cc1 (configuration not stated) | -14.7 | -0.2 | 2.6 | 2.0 | -16.1 | 5.8 | 0.6 | -9.3
C/C=C1/C[N+]2(C)CCC34C(=C(C=O)[C@H]1C[C@@H]32)Nc1ccccc14 (some centres not stated) | x | 16.8 | -2.3 | -5.0 | -0.9 | 7.5 | 0.2 | 5.1
O=c1c2ccccc2[nH]c(=S)n1-c1ccc(Br)cc1 | 9.2 | x | 2.6 | -1.1 | -5.6 | x | 0.3 | 0.0
COC(=O)[C@H]1[C@H](CO)[C@H]2Cn3c(cccc3=O)[C@@H]1N2C(=O)C1CC1 | 4.2 | 0.6 | -1.4 | x | -7.3 | -7.6 | -0.1 | -4.7
O=C1NC(=O)C(C2CCCCCC2)C(=O)N1 | x | -0.2 | -1.9 | -0.4 | 0.2 | -5.1 | 0.0 | -1.1
Ic1ccccc1CN[C@@H]1C2CCN(CC2)[C@@H]1C(c1ccccc1)c1ccccc1 | x | -0.1 | x | -0.4 | 62.2* | 23.8 | -0.1 | 18.8
O=C(CN1CCOCC1)c1ccc(Br)cc1 | -0.5 | x | 1.9 | -4.3 | -7.1 | -13.0 | 0.0 | 9.3
CC(C)OC1CCCC(O)C1CC(=O)O (configuration not stated) | 13.9 | 0.0 | 2.5 | -0.1 | -4.3 | -5.9 | 0.8 | -0.4
Oc1ccc2c3c1O[C@H]1[C@@H](O)CC[C@@]4(O)[C@@H](C2)N(CC2CCC2)CC[C@]314 | x | 0.2&-0.1 | -4.4 | 0.6&5.3 | -11.6&-15.8 | 1.7&-5.3 | -0.1&1.0 | u
O=Cc1cn(Cc2cccc([N+](=O)[O-])c2)c2ccccc12 | 7.5 | 0.0 | 0.9 | x | -12.4 | x | -0.1 | 10.2
CCOC(=O)[C@]12Cc3c(cc(OC)c(OC)c3OC)[C@H]1N(Cc1ccccc1)C(=O)c1ccccc12 | -9.3 | 0.0 | 2.3 | -2.4 | -5.8 | 9.6 | -0.3 | 2.4
O=C(O)c1ccccc1NC(=O)N1C[C@H]2C[C@@H](C1)c1cccc(=O)n1C2 | -0.5 | x | -3.4 | -1.7 | 10.5 | -2.0 | x | -10.1
CCCN(CCC)C1CCc2cccc(O)c2C1 (configuration not stated) | -4.9 | -0.1 | 3.5 | 1.0 | 1.4 | -0.7 | -0.1 | -11.5
COC(=O)C12CCc3cc(OC)ccc3C1=CC(=O)C2 (configuration not stated) | 2.6 | 0.4 | 0.8 | 3.6 | -11.8 | 8.5 | -0.1 | -2.3
C/C(=N\NC(=O)c1ccncc1)c1c(O)n(Cc2ccccc2)c(=O)[nH]c1=O | -11.7 | 5.8 | 1.0 | -3.0 | -32.5 | -1.1 | 0.0 | 0.6
CCOC(=O)[C@@H]1[C@@H]2NC(=S)N[C@@]1(C)Oc1ccccc12 | x | x | -2.1 | -0.8 | 14.2 | -2.4 | x | 1.4
O=c1[nH]oc2c1CCNC2 | x | 1.5 | 0.3 | -6.6 | -8.4 | -10.3 | -0.1 | u
COc1ccc(-c2ccc([C@H]3[C@@H](CO)N4CCCCN(C(=O)Cc5ccncc5)C[C@H]34)cc2)cc1 | 17.3 | 0.1 | 3.0 | -0.5 | 21.2 | -7.3 | 0.3 | u
CSCCC(c1nnnn1-c1c(C)cccc1C)N1CCC(n2c(=O)[nH]c3ccccc32)CC1 (configuration not stated) | -4.6 | x | -2.3 | 4.2 | -23.1 | 3.1 | 0.2 | -19.6
C[C@H]1CN([C@@H](C)CO)C(=O)CCCn2cc(nn2)CO[C@@H]1CN(C)C(=O)Oc1ccc2ccccc2c1 | -0.3 | 0.0 | -1.7 | -1.6 | -10.5 | -2.3 | 0.3 | 0.3
COC(=O)C1=C(c2cccc(OCc3ccccc3)c2)C[C@@H]2CC[C@H]1N2C(=O)NCCOc1ccccc1 | -21.3 | 0.1 | -1.2 | -2.0 | -16.6 | 9.1 | 0.9 | 90.0*
COc1ccc2[nH]c(C)c(CCNCc3cc(OC)c4c(c3)OCO4)c2c1 | -57.2 | -0.6 | -4.5 | -1.0 | i | -31.5 | 0.6 | 4.1
CN1CCN(c2ccc3c(c2)S(=O)(=O)c2ccccc2C3=O)CC1 | 12.3 | 0.1 | -0.9 | -0.1 | -219.9 | 1.6 | 0.3 | 4.4
O=C1NC(=O)N(CCC2=CCCCC2)C(=O)/C1=C/c1cccs1 | x | x | 37.0* | 0.2 | -67.4 | -7.3 | 0.1 | 8.7
COc1ccc(C(=O)C2CCCN(Cc3ccc(C)s3)C2)cc1OC (configuration not stated) | 53.8* | 0.2 | 0.2 | -2.4 | -13.4 | x | 0.1 | 4.7
COc1ccc(-c2ccc([C@@H]3[C@@H](CO)N4CCCCN(C(=O)Cc5ccncc5)C[C@@H]34)cc2)cc1 | -5.6 | -0.4 | 0.9 | -0.5 | -94.6 | -0.4 | -0.1 | -8.7
Cc1ccc(S(=O)(=O)N2Cc3cc(-c4cccc(F)c4)ccc3-n3nncc3C2)cc1 | 12.1 | -0.2 | 1.9 | 3.2 | -5.4 | 3.3 | x | u
O=P(O)(O)Cc1c(Cl)cccc1Cl | 2.0 | 0.2 | -0.2 | 0.5 | -11.3 | -4.8 | 0.1 | -0.1
COc1ccc(C(=O)O)cc1OC | -8.0 | x | -3.4 | -2.0 | -9.6 | 1.9 | x | u
CSc1ccc(CN2CCN(Cc3ccccc3Cl)CC2)cc1 | -11.0 | x | 3.9 | 4.0 | -9.9 | x | 0.1 | -4.2
Cc1cc(Cl)ccc1OCC(=O)O | 10.8 | -0.1 | -6.6 | 4.6 | -1.6 | -3.7 | -0.1 | 8.1
COc1cc(C(=O)N2C[C@H]3C[C@@H](C2)c2cccc(=O)n2C3)cc(OC)c1OC | -1.7 | x | -3.9 | 1.8 | 3.4 | -0.9 | x | 15.0
COC(=O)C1=C(c2cccc(OC)c2OC)C[C@@H]2CC[C@H]1N2C(=O)NCCNC(C)=O | 0.1 | -0.3 | -3.6 | 0.6 | 1.2 | -6.4 | -0.4 | 15.5
CN1C(=O)N(C)C(=O)C(NS(=O)(=O)c2ccc(N)cc2)(c2ccccc2)C1=O | x | -0.3 | -2.2 | -1.8 | -9.1 | x | 0.0 | u
CSc1ccc(CN2CCN(C(=O)COc3ccc(C)cc3)CC2)cc1 | -7.6 | x | -1.0 | 1.2 | -8.7 | x | 0.7 | 6.1
COc1ccc(-c2cc(C(=O)N3CCC4(CC3)OCCO4)c3ccccc3n2)cc1 | 8.2 | 3.3 | 5.9 | 0.6 | 0.7 | x | 0.2 | -1.8
COC(=O)[C@H]1[C@H](CO)[C@H]2Cn3c(ccc(-c4cccc(F)c4)c3=O)[C@@H]1N2Cc1cccnc1 | 9.7 | -0.1 | -1.1 | -0.9 | 6.5 | -7.3 | 0.6 | 0.6
COc1ccc(NC2=NCCCS2)cc1OC | 1.5 | -0.2 | -2.6 | -0.8 | -8.2 | -0.4 | 0.2 | -0.3
Cc1ccc(OC(=O)N(C)C[C@@H]2OCc3cnnn3CCCC(=O)N([C@H](C)CO)C[C@@H]2C)cc1 | 10.4&2.5 | 0.2 | 0.6&-2.8&-3.5 | -0.7&-0.8&-1.8 | -5.7&6.4&-1.6 | -2.2&-11.0 | 0.1&-0.4 | 11.3&-0.5
C[C@H]1[C@@H](c2ccccc2)O[C@@H](c2ccccc2Br)N1C | 4.7 | 0.6 | 1.1 | 1.7 | -16.1 | 5.7 | 0.0 | u
COc1ccccc1N1CCN(Cc2cccc(Br)c2)CC1 | 7.2 | 1.4 | 1.2 | 3.8 | -5.2 | 1.9 | 0.0 | -0.4
CC(=O)O[C@H]1CC[C@@]2(C)[C@H](C1)C(=O)C[C@H]1[C@@H]3CC[C@@H]4[C@@H](CN5C[C@@H](C)CC[C@H]5[C@@]4(C)O)[C@@H]3C[C@@H]12 | -4.0 | x | 0.6 | -0.5 | -40.8 | -1.6 | 0.0 | -1.0
c1ccc(C(c2ccccc2)c2ccncc2)cc1 | -11.4 | 0.0 | -3.9 | -4.7 | -24.3 | -4.5 | 0.2 | 1.1
CC(=O)CC(c1ccccc1[N+](=O)[O-])c1c(O)c2ccccc2oc1=O (configuration not stated) | x | 0.8 | 2.0 | 2.0 | -7.0 | 1.4 | 0.0 | 9.8
O=C1NCN(c2ccccc2)C12CCN(C(c1cc3ccccc3o1)c1nnnn1Cc1ccccc1)CC2 (configuration not stated) | -4.7 | -0.3 | 0.4 | -2.1 | -17.2 | 11.5 | -0.1 | -3.4
CN1[C@@H]2CNc3ccccc3[C@@H]2[C@@H]1CO | 6.4 | 0.1 | -4.6 | -3.0 | -2.9 | -0.6 | 0.0 | 3.9
C=CCn1c(O)c(/C=C2/C=CC=N2)c(=O)[nH]c1=O | 27.1 | x | 10.1 | x | -25.4 | -0.9 | 0.3 | -5.1
CC12C=CC(=O)C=C1CCC1C2C(=O)CC2(C)C(=O)CCC12 (configuration not stated) | 0.0 | -0.1 | 0.0 | -0.5 | -9.1 | 3.2 | 0.0 | 1.6
COC(=O)[C@H]1N[C@H]2c3ccc(C4=CCCC4)c(=O)n3C[C@H]2[C@@H]1CO | 3.7 | -0.2 | -2.4 | x | -67.9 | -11.7 | 0.7 | 127.7*
O=C1NCN(c2ccccc2)C12CCN(C(c1nnnn1C1CCCCC1)C1CC1)CC2 (configuration not stated) | -22.3 | -1.4 | 3.4 | -0.1 | -5.7 | 16.4 | 0.0 | 4.6
CCC(C)(O)C(=O)OC1C(=O)OC2CC3C(C)=CC(=O)C(O)C3(C)C3C4(O)OCC23C1C(C)C4O (configuration not stated) | -20.1 | -1.3 | 2.2 | -4.9 | -14.1 | x | 0.0 | -22.2
O=c1[nH]c(=S)[nH]c(O)c1N=Nc1ccc(OC(F)F)cc1 | 8.1 | -0.1 | -0.2 | 3.0 | -4.7 | x | 0.5 | -4.3
S=C(NC1CCCCC1)N1CCC(c2cnc[nH]2)CC1 | x | -0.2 | -0.9 | 1.9 | 3.0 | -1.6 | 0.0 | 5.9
CCCC#Cc1ccc([C@@H]2[C@H](CO)N3CCCCN(C(=O)Cc4ccccn4)C[C@@H]23)cc1 | 1.0 | -0.1 | 2.4 | -0.7 | -21.0 | 8.7 | -0.1 | -1.8
COC(=O)C1=C(c2c(C)noc2C)C[C@@H]2CC[C@H]1N2C(=O)NCc1ccc(C(F)(F)F)cc1 | -26.7 | 0.3 | -2.0 | 3.6 | -6.3 | -2.7 | 0.2 | -9.1
S=P(N1CCOCC1)(N1CC1)N1CC1 | 22.6 | 1.5 | -1.8 | -0.6 | -7.0 | x | 0.1 | u
Cc1ccc(-n2c(O)c(C=NCc3cccnc3)c(=O)[nH]c2=O)cc1C | 3.6 | x | 5.4 | x | -6.5 | 2.4 | x | x
Cc1ccc(/C=C2\C(=O)NC(=O)N(CC3CCCO3)C2=O)s1 (configuration not stated) | -5.1 | 0.2 | 20.9 | -34.0 | -10.9 | -3.1 | 0.0 | 29.9*
